From PubChem BioAssay
T cell modulator = T cell immune modulation candidate | 2C CD8+ T cell-vesicle binding, flow cytometry; stronger effect = lower value | calls only at 7 µM | 0.068% of 330,000 active | AID 2052;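 active = response, share of CD8 T cells binding vesicles, and their 90th percentile fluorescence all below set limits, cut at about 80% in these data, passing the limit was not always enough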
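Also added: QL9-peptide-loaded Drosophila micro-vesicles bearing Ld, ICAM-1 and B7-1; Test system: purified 2C TCR transgenic mouse naive CD8+ T cells; Measured by: cytometric PE anti-B7-1 and Alexa647 anti-CD8 signals after 1% paraformaldehyde fixation; Timing: binding step 1.5 h, 37 °C, antibody labelling 20 min, ice.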
Lipid droplet = hepatic lipid droplet formation modulation; AML12 mouse hepatocytes, oleate lipid droplets, BODIPY imaging; inhibition, % at 6.5 µM; 0.4% of 240,000 active;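 active = lipid droplet intensity inhibited by at least 50%, with more than 500 cells counted; inconclusive = wells with under 300 cells, treated as cytotoxic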
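Technique: fluorescence imaging, 20x objective, two fields per well / Assay system: AML12 hepatocytes (mouse) / Measure: % inhibition of lipid droplet signal / Doses: 6.5 µM single-point dosing / Incubation: overnight exposure / Reagent: 100 µM oleic acid challenge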
WT yeast gro inh = growth inhibition of WT yeast, mitochondrial fusion screen; inhibition, % at 10 µM; 2.1% of 190,000 active; mitochondrial fusion phenotypic screen, WT strain; in the data active = inhibition above about 58%; tested in S. cerevisiae
Autophagy HCS = autophagy modulation, high-content screen; MEF GFP-LC3 puncta imaging; test concentration mostly 10 µM; calls only at 10 µM (by protocol); 0.98% of 190,000 active; AID 463193;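 active = percentage of spot-positive cells more than 3 SD above its plate mean, without a fluorescence outlier flag or 80% toxicity; inconclusive = no clear call, values can overlap the other calls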;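 note: spot-positive cell cutoff set from DMSO-treated cells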
West Nile antiviral = West Nile virus antiviral activity, cell-based, CPE readout (AID 1621) | West Nile virus-infected cells, CPE inhibition; higher % means a stronger effect | CPE inhibition, % at 10 µM; hits with a dose series show IC50 in µM | 0.02% of 290,000 active; in the data active = a potency from the dose series; inconclusive = CPE inhibition mostly from about 3.7% at the one dose, without a potency; inactive = the rest, 99 in 100 with CPE inhibition below about 2.2%; note: strong numbers were not always called active
MT stabilizer = stabilizes microtubules in HeLa cells | HeLa tubulin immunostaining HCS, 24 h; share of cells brighter than vehicle mean+2SD | % tubulin-high responders, % at 10 µM | 0.83% of 200,000 active;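 active = plate Z-score above 3 for both tubulin-high and condensed-nucleus cell shares, with cell loss under 80%, at 10 µM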;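 note: anti alpha tubulin signal scored within the nucleus-defined area of each cell; some results filed as inactive read as strong as hits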
Insulin prom up = MIN6 insulin promoter up-regulation; MIN6 insulin promoter-GFP reporter, high-content imaging; stronger effect = higher value; 0.3% of 190,000 active; z-score at 5 µM;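 active = z-score above 3 at 5 µM with at least 500 cells counted in the well; inconclusive = wells under 500 cells, flagged as cytotoxic or low count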
Myeloid diff MLP = compounds promoting myeloid differentiation. ER-HoxA9 myeloid progenitors, lysozyme-GFP differentiation, flow cytometry. calls only at 10 µM. 1% of 360,000 active;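 active = normalized GFP-positive differentiation at or above the plate's own cutoff, the solvent-only control mean plus 3 SD; inconclusive = no clear call, values can overlap the other calls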;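 note: cells exposed to compound for four days before flow analysis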
bCat nuc transl = beta-catenin nuclear translocation modulation; HeLa beta-catenin nuclear translocation, immunofluorescence imaging; nuclear translocation activity, % at 5 µM; 0.3% of 190,000 active;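 active = nuclear translocation activity above 50% at 5 µM, with a well cell count of 50 or more; inconclusive = wells under 50 cells across six images, flagged as toxic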;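 note: per-cell ratio of nuclear to cytoplasmic median beta-catenin stain intensity; plate controls were DMSO negative control for no effect and GSK-3 inhibitor IX positive control for full effect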
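Technique: fluorescence imaging of beta-catenin antibody stain plus DAPI / Material: human HeLa cell line / Incubation: compound treatment 24 h, 37°C, 5% CO2 / Read-out basis: % activation of per-cell nuclear versus cytoplasmic median beta-catenin signal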
WT yeast gro inh mutant strain = further read-out of WT yeast gro inh, marked with its call; inhibition, %; mitochondrial fusion phenotypic screen, mutant strain inhibition
Insulin prom up cell count = further read-out of Insulin prom up, marked with its call; cell count; measured here: cytotoxicity, nuclei count;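 total cells summed across four imaged fields per well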
Lipid droplet cells 6.5 µM = recorded beside Lipid droplet, whose call it bears; cell count; measured here: cell count, cytotoxicity flag;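 cells counted across two imaged fields per well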
bCat nuc transl cell count 5 µM = also measured in bCat nuc transl; calls as there; cell count; measured here: cell count, cytotoxicity flag
T cell modulator vesicle-bound % = second read-out of T cell modulator, no call of its own (marks repeat the call); double positive events, %; measured here: CD8+ vesicle-bound cell fraction;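 binding gate set so that unloaded-vesicle control wells show 10% double positive cells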
MT stabilizer Hoechst-high % = also measured in MT stabilizer; calls as there; % Hoechst-high responders; measured here: nuclear condensation Hoechst responders;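 share of cells brighter than vehicle mean plus two SD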
MT stabilizer cytotoxicity % = further read-out of MT stabilizer, marked with its call; toxicity, %; measured here: cytotoxicity by cell density;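 0% = mean cell density of plate MIN control wells and 100% = no cells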
Autophagy HCS cell loss 18 h = further read-out of Autophagy HCS, marked with its call; toxicity, %; measured here: cell loss, nuclei count;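 cell loss after 18 h compound exposure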
Myeloid diff MLP GFP+ MAC1+ % = also measured in Myeloid diff MLP; calls as there; GFP+ MAC1+ double positive, %; measured here: differentiation confirmed by MAC1 staining
* = called active by the depositor; i = inactive; ? = inconclusive; . = not tested or not shown.

Structure,WT yeast gro inh mutant strain,MT stabilizer cytotoxicity %,Lipid droplet cells 6.5 µM,Lipid droplet,Insulin prom up,MT stabilizer,Myeloid diff MLP GFP+ MAC1+ %,T cell modulator vesicle-bound %,Myeloid diff MLP,Insulin prom up cell count,WT yeast gro inh,Autophagy HCS cell loss 18 h,T cell modulator,bCat nuc transl cell count 5 µM,West Nile antiviral,Autophagy HCS,bCat nuc transl,MT stabilizer Hoechst-high %
O=C(O)c1cccc(NC(=O)C2C3C=CC(C3)C2C(=O)OCC(F)(F)C(F)F)c1 (stereo unspecified),16.3,4.6,612,-2.2,-0.55,4.0,0.6,37.3,i,1245,0.4,1.1,i,.,0.3%,i,.,1.9
O=C(/C=C/c1ccccc1)c1ccc2c(c1)OCCCCO2,7.2,6.7,.,.,-0.99,2.1,0.5,40.0,i,1280,14.8,12.9,i,1393,0.2%,i,0.5,1.5
CCOC(=O)CSc1nnc(CNc2cccc(Cl)c2)n1-c1ccccc1,-8.0,10.6,803,2.8,1.83,2.7,0.6,10.0,i,963,-3.5,13.7,i,1170,0.1%,i,-1.9,1.5
NS(=O)(=O)c1ccc(CNC(=O)CSc2nc3ccc(Cl)cc3[nH]2)cc1,.,.,819,4.4,.,.,0.0,61.4,i,.,.,.,i,.,-0.4%,.,.,.
CC(=O)Nc1ccc(Sc2ncccc2C(=O)Nc2cc(Cl)cc(Cl)c2)cn1,-17.4,3.4,.,.,0.27,2.8,.,12.8,?,1542,-23.4,15.2,i,1355,-0.4%,i,1.8,2.0
Cc1ccc(C(=O)NCCCNC(=O)c2ccccn2)cc1,.,.,724,-11.2,.,.,4.3,21.1,i,.,.,.,i,.,-0.4%,.,.,.
COc1ccc(CN2CCN(c3ncnc4scc(-c5ccc(F)cc5)c34)CC2)cc1,.,.,778,-24.8,.,.,0.8,16.6,i,.,.,.,i,.,-0.3%,.,.,.
Cc1cc(C)nc(NS(=O)(=O)c2ccc(N3C(=O)c4ccccc4C3=O)cc2)n1,2.3,6.9,619,13.4,-0.29,4.2,0.6,9.9,i,1262,-0.5,-4.1,i,987,-0.1%,i,-3.1,0.9
CCC1CCCCN1CCCNC(=O)c1cc2c(Cl)nc3ccccc3c2s1 (stereo unspecified),9.5,5.5,686,-5.8,-1.52,5.8,0.0,32.1,i,1246,10.6,37.7,i,1077,8.75µM*,i,1.5,3.7
CCn1c(SCC(=O)Nc2ccc(Cl)cc2)nnc1C1CC1,7.0,7.5,761,29.2,-0.16,3.3,1.8,63.6,i,1217,11.4,0.5,i,595,.,i,-1.0,4.3
CSCC[C@H](NC(=O)c1cccnc1)c1nnc2ccccn12,.,.,690,-2.2,.,.,2.1,1.7,i,.,.,.,i,.,-0.3%,.,.,.
COc1ccc(/C=C/C(=O)NCC(=O)N=Nc2c(O)[nH]c3ccc([N+](=O)[O-])cc23)cc1,.,.,813,-9.9,.,.,2.7,40.1,i,.,.,.,i,.,-0.9%,.,.,.
COc1cccc(-c2cc3nc(-c4ccccc4)cc(N4CCC5(CC4)OCCO5)n3n2)c1,7.7,8.0,.,.,.,3.2,.,34.9,?,.,36.0,-3.6,i,.,1.0%,i,.,1.4
Cn1cc(Br)c(-c2cccc(NC(=O)CCC(=O)O)c2)n1,.,.,656,0.2,0.47,.,0.3,40.7,i,1413,.,.,i,1120,1.3%,.,0.5,.
CCCC(=O)N1CCN(c2ccc(NC(=O)C(C)(C)C)cc2Cl)CC1,5.5,5.5,689,1.3,-0.49,2.8,0.0,44.3,i,1225,4.5,-31.2,i,1059,-0.8%,i,1.8,2.2
COCCCn1ccc(O)c(Cc2ccc(F)cc2)c1=O,48.2,7.6,.,.,-0.26,1.8,0.2,40.8,i,1521,8.3,3.6,i,1433,0.8%,i,1.0,1.9
COc1ccc(NC(=O)c2ccc3c(=O)n4c(nc3c2)CCCCC4)cc1,.,.,713,11.3,.,.,5.0,13.5,i,.,.,.,i,.,0.3%,.,.,.
Cn1c2c(c(=O)n(C)c1=O)C(c1ccc(Br)cc1)Nc1ccccc1O2 (stereo unspecified),6.5,5.1,.,.,-0.27,2.3,6.4,9.7,i,957,22.4,8.6,i,1109,-0.1%,i,2.2,3.5
Cc1cc(N2CCCCCC2)nc(-c2ccccc2O)n1,-1.4,6.5,754,-5.3,1.46,1.3,0.7,12.2,i,1341,15.8,-25.0,i,.,.,i,.,2.5
N/C(=N\OC(=O)c1cccs1)c1ccc(Cl)cc1,.,.,770,0.1,.,.,0.0,33.6,i,.,.,.,i,1343,0.3%,.,0.2,.
CC1=CC(C)C2C(=O)N(O)C(=O)C2C1 (stereo unspecified),-15.9,8.3,760,-7.0,.,1.5,2.9,33.1,i,.,-31.6,-8.1,i,1140,-0.1%,i,-11.4,1.9
COc1ccc(NC(=O)CCC(=O)Nc2nnc(C3CCCCC3)s2)cc1,.,.,702,2.5,.,.,1.7,17.0,i,.,.,.,i,.,-0.6%,.,.,.
Cc1ccccc1NC(=S)N(Cc1ccccc1)Cc1cccs1,16.7,9.3,653,2.8,-1.18,4.1,0.2,39.9,i,1325,4.6,16.8,i,1086,-1.0%,i,0.3,2.4
Cc1ccc(N2C(=O)C3ON(c4ccccc4)C(CC(C)C)C3C2=O)cc1 (stereo unspecified),.,.,738,-4.9,-0.7,.,0.5,13.1,i,1327,.,.,i,1192,1.5%,.,0.6,.
CCCCN1C(=S)NC[C@@H]1c1ccccc1,21.1,3.3,649,1.9,-0.06,2.6,2.1,49.3,i,1311,7.6,1.9,i,1184,1.3%,i,-1.1,2.6
C=CCn1c(/N=C/c2ccc(N(C)C)cc2)nc2ccccc21,21.1,5.8,.,.,0.07,5.5,6.7,29.1,i,1508,4.9,-13.8,i,1363,0.3%,i,-0.9,3.7
O=C(COC(=O)/C=C/c1ccccc1)NCC1CCCO1 (stereo unspecified),-5.4,6.2,695,-4.4,.,2.8,0.3,41.8,i,.,-5.4,-4.8,i,1121,-0.1%,i,-1.8,2.0
CCOc1ccccc1NC(=O)Nc1cnccn1,-5.1,7.6,702,20.9,-0.85,2.9,0.3,51.9,i,1179,-9.5,-0.8,i,988,0.2%,i,0.1,2.3
CCCOc1ccc(C2C(C(=O)c3ccco3)=C(O)C(=O)N2CCCn2ccnc2)cc1 (stereo unspecified),2.5,13.4,.,.,0.15,2.5,0.4,54.4,i,1370,-11.0,12.9,i,1360,.,i,-1.0,1.1
O=C(O)c1ccc2c(c1)S(=O)(=O)N=C1CCCCCN12,0.9,4.8,731,18.2,0.47,1.3,1.6,55.5,i,1250,6.6,2.3,i,1141,0.3%,i,-2.5,1.5
CCCOc1ccc(C(CC(=O)O)NC(=O)c2ccc3c(c2)OCO3)cc1 (stereo unspecified),-11.2,2.0,.,.,-0.83,5.2,0.6,35.3,i,1452,-3.5,20.6,i,927,0.5%,i,-2.6,2.3
CCCC(O)(CCN1CCOCC1)c1ccc(Cl)cc1 (stereo unspecified),.,.,630,24.2,-1.09,.,0.5,30.7,i,932,.,.,i,1266,-0.5%,.,0.3,.
COc1ccc(C2C(C(C)=O)=C(C)Nc3ncnn32)c(OC)c1OC (stereo unspecified),.,.,615,0.9,.,.,1.1,20.5,i,.,.,.,i,.,0.1%,.,.,.
CCC(C)c1ccccc1NC(=O)COC(=O)c1ccc(C)c(NC(=O)c2ccco2)c1 (stereo unspecified),9.4,2.8,756,0.6,-0.16,2.4,2.3,13.9,i,884,5.4,29.4,i,1009,0.1%,i,1.9,1.4
Cc1cc(=O)n2c3ccccc3n(CC(O)CN3CCN(CCO)CC3)c2c1C#N (stereo unspecified),6.6,2.9,606,-13.3,-0.51,3.9,0.7,47.2,i,1544,17.7,17.6,i,922,-0.5%,i,-2.8,1.2
COc1ccc(CC(=O)OCC(=O)Nc2ncc(Cl)cc2Cl)cc1OC,-6.0,7.4,824,22.9,.,1.2,6.6,13.6,i,.,-3.5,-2.0,i,.,0.8%,i,.,1.5
COc1cc(-c2noc(-c3ccccc3C(=O)NCc3ccco3)n2)cc(OC)c1OC,-5.0,3.8,635,17.7,-0.81,3.1,0.4,1.7,i,1756,-7.9,-3.7,i,1068,0.4%,i,-0.1,2.0
Cc1ccc(C(=O)OCC(=O)NCCC2=CCCCC2)cc1N,-13.0,2.1,694,13.0,0.45,2.0,0.3,40.0,i,1337,-3.0,-11.7,i,1090,-0.3%,i,-0.6,1.7
CN(C)C(=O)c1c2c(nc3ccccc13)CCCC2,-7.8,7.7,719,-19.4,-0.19,2.4,0.3,1.9,i,1400,-13.2,-1.6,i,956,-0.4%,i,2.3,1.5
CC(=O)C1=C(c2ccccc2)NC(=O)NC1c1ccc(O)c(Cl)c1 (stereo unspecified),.,.,784,4.8,.,.,0.2,44.8,i,.,.,.,i,.,-0.6%,.,.,.

Reprinted from above, 2 compounds:
Structure,WT yeast gro inh mutant strain,MT stabilizer cytotoxicity %,Lipid droplet cells 6.5 µM,Lipid droplet,Insulin prom up,MT stabilizer,Myeloid diff MLP GFP+ MAC1+ %,T cell modulator vesicle-bound %,Myeloid diff MLP,Insulin prom up cell count,WT yeast gro inh,Autophagy HCS cell loss 18 h,T cell modulator,bCat nuc transl cell count 5 µM,West Nile antiviral,Autophagy HCS,bCat nuc transl,MT stabilizer Hoechst-high %
COc1ccc(CC(=O)OCC(=O)Nc2ncc(Cl)cc2Cl)cc1OC,-6.0,7.4,824,22.9,.,1.2,6.6,13.6,i,.,-3.5,-2.0,i,.,0.8%,i,.,1.5
COc1cc(-c2noc(-c3ccccc3C(=O)NCc3ccco3)n2)cc(OC)c1OC,-5.0,3.8,635,17.7,-0.81,3.1,0.4,1.7,i,1756,-7.9,-3.7,i,1068,0.4%,i,-0.1,2.0
